RAD52 inh – RAD52 DNA annealing inhibitors, primary screen, biochemical, FRET, single point, set 2; DNA repair protein RAD52 homolog (Homo sapiens), P43351; AID 651710, 2012; inhibition, % at 18.7 µM; recombinant RAD52 DNA annealing, FRET fluorescence; 360,000 tested, 0.46% active;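 active = every replicate showing at least 50% inhibition; inconclusive = mean inhibition at least 50% but not in every replicate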
EWS-Fli inh – EWS/Fli-driven NR0B1 reporter inhibitors, primary screen, A673 cells, NR0B1 luciferase, luminescence, MLPCN library; viability-normalised; inhibition, % at 12.6 µM; 350,000 tested, 0.67% active; AID 651661, 2012;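 active = mean inhibition of at least 50% after viability correction, with every replicate also passing that limit; inconclusive = mean reaches 50% but only one of two replicates passes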;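 note: firefly luciferase signal divided by Alamar Blue viability fluorescence both relative to DMSO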
esBAF inh – Bmi1 luciferase reporter increase in mESCs, primary screen, esBAF inhibitor project, mouse ES cells, Bmi1 luciferase knock-in, single point | AID 602393, 2012 | reporter increase, % at 12.5 µM | 24 h; 100% = twice the neutral-well signal | 350,000 tested, 2% active; in the data active = activation above about 40%; inconclusive = no clear call, values can overlap the other calls;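 note: 0% = median of the plate's neutral control wells and 100% = double that signal; a rise in the Bmi1 reporter signal indicates esBAF inhibition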
E-selectin induc – E-selectin induction in HUVECs, primary screen, imaging, HUVEC, immunofluorescence imaging, single point | P16581 | normalized: neutral wells 0, TNF-alpha wells 100 | activation, % at 7.58 µM | 260,000 tested, 0.37% active | AID 686992, 2013;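 active = mean E-selectin-positive cell signal at least 10% of the positive control, reached in at least 60% of replicates, without over 20% cell loss; inconclusive = no rule given, readout overlaps actives, possibly toxicity-flagged; inactive = the rest, including those meeting only one limit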;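 note: in these data hits start at about 27%; measured in HUVEC primary endothelial cells; signal is the percent of cells scored E-selectin positive by PE staining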
Target sequence (P16581 whole entry, looked up): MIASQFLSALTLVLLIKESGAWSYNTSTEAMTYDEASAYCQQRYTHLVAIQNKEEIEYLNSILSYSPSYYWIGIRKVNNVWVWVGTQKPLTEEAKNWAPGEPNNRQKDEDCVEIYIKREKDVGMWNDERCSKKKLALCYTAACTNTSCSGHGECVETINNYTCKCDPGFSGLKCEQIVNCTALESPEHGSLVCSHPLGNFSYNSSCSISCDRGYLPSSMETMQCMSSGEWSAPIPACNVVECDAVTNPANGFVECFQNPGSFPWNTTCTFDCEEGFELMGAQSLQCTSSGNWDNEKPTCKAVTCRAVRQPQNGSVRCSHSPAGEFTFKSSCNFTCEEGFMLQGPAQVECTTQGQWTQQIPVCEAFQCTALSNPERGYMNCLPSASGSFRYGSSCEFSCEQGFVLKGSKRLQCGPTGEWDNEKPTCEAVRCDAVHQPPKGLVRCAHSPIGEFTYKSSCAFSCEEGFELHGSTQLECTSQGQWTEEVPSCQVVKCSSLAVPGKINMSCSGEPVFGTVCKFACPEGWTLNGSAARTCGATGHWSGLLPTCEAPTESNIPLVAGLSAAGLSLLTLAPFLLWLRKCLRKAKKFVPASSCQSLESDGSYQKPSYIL
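Read-out: % PE-positive cells | Test system: HUVEC | Doses: One compound dose added by pin transfer | Buffer or medium: EGM-2 over gelatin coat | Signal: Immunofluorescence imaging | Benchmarks: TNF-alpha, DMSO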
RAD54 inh – inhibitors of human RAD54 branch migration, primary screen, biochemical, fluorescence, single point | DNA repair and recombination protein RAD54-like (Homo sapiens), Q92698 | RAD54 Holliday junction branch migration, FAM/BHQ fluorescence | inhibition, % at 10.4 µM | 360,000 tested, 0.14% active | AID 602329, 2012;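 active = mean normalized replicate activity at least 40 and at least half of replicates scoring 40 or more; inconclusive = only one of the two criteria met; inactive = mean below 40 and under half of replicates reaching 40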;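 note: 0% = median of neutral control wells and 100% = median of positive control wells; inhibitors cause a drop in the FAM fluorescence signal; in these data hits start at about 50%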
FN deposition inh – inhibitors of fibronectin matrix deposition, primary screen, AH1F cells, Alexa488-fibronectin fluorescence, plate reader; AH1F fibroblasts, overnight; inhibition, % at 12.6 µM; 350,000 tested, 0.086% active; AID 743247, 2014;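 active = mean inhibition across replicates of 30% or more, regardless of how many single replicates reach that level; inconclusive = mean under 30% yet at least half of replicates reach 30%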;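 note: positive control wells lacked labelled fibronectin entirely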
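Schedule: 1 h cell adhesion before compound, then overnight fibronectin incubation; test system: AH1F fibroblast monolayer depositing Alexa488-labelled fibronectin into matrix; quantity: 10000 AH1F cells per well; probe or stimulus: fluorescent fibronectin at 24 nM final; signal: fluorescence, ex 485 nm, em 525 nm; evaluation: percent inhibition as loss of matrix-bound fibronectin fluorescence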
XiGFP reactiv – activators of inactive X chromosome reactivation, primary screen, imaging, XiGFP fibroblasts, GFP high-content imaging, set 2. activation, % at 7.58 µM. XiGFP mouse fibroblasts, % GFP-positive cells imaging, 3 d; cells co-treated with 5-aza-dC sensitizer; scaled so ellipticine positive control = 100%. AID 743238, 2013. 360,000 tested, 0.055% active;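 active = mean normalized replicate activation at least 10% and every replicate at or above 10%; inconclusive = only one of the two criteria met; inactive = mean below 10% and not all replicates reach 10%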;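 note: 0% = median of on-plate neutral control wells and 100% = ellipticine 6 µM median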
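assay system = SV40-immortalized XiGFP fibroblast cells, line 68-5-11 | buffer or medium = DMEM plus 5-aza-dC sensitizer | doses = single-point pinned compound dosing | times = 3-day compound exposure, then 15 min fixation at room temperature | benchmarks = positive control ellipticine, 6 µM final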
S100A4 MyoIIA – inhibitors of S100A4-myosin IIA peptide binding, primary screen, biochemical, fluorescence polarization, TAMRA-MyoIIA peptide. 360,000 tested, 0.14% active. Protein S100-A4 (Homo sapiens), P26447. inhibition, % at 10.7 µM. AID 652163, 2013;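 active = mean inhibition of at least 70% across replicates, with every replicate also reaching that level; inconclusive = mean inhibition reaches 70% but some replicates fall short; inactive = mean inhibition below 70%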
Target sequence (P26447 whole entry, looked up): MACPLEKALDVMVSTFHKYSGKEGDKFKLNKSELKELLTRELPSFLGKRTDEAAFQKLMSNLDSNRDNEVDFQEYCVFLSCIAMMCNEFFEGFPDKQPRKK
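Compound dosing: one dose per compound; test system: human S100A4 monomer with TAMRA-labelled myosin IIA peptide; probe or stimulus: TAMRA-labelled myosin IIA heavy-chain peptide probe, 5 nM; medium: HEPES buffer with Ca2+, pH 7.2; schedule: 5 min incubation before reading; benchmarks: neutral control DMSO, positive control TFP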
An asterisk follows results filed as active; ? = inconclusive; · = not tested or not shown.

SMILES | RAD52 inh | EWS-Fli inh | esBAF inh | E-selectin induc | RAD54 inh | FN deposition inh | XiGFP reactiv | S100A4 MyoIIA
COCCNC(=O)C(c1cccnc1)N(Cc1ccccc1)C(=O)Cn1nnc2ccccc21 (stereo not given) | -7 | -13 | · | 1.7 | · | -3 | -0.8 | 1
C[C@H](NC(=O)C[C@H]1C=C[C@H](NC(=O)C2CCOCC2)[C@@H](CO)O1)c1ccccc1 | -21 | -2 | -1 | 0.0 | -8 | · | -0.3 | 10
C[C@H](CO)N1C[C@H](C)[C@H](CN(C)Cc2ccc(Cl)c(Cl)c2)Oc2c(NC(=O)c3ccncc3)cccc2C1=O | 1 | -4 | -6 | -5.7 | -1 | · | 0.0 | -5
CN(C)C(=O)[C@@H]1[C@@H](CO)[C@@H]2Cn3c(cccc3=O)[C@@H]2N1C(=O)C1CCC1 | -8 | 0 | -1 | 0.1 | 3 | -3 | 0.0 | -3
CN1CCN(C(=O)C[C@@H]2CC[C@@H]3[C@H](COc4ccc(NC(=O)C5CCCCC5)cc4C(=O)N3C)O2)CC1 | 11 | 8 | -3 | -0.1 | -1 | -5 | 0.2 | -1
N#Cc1cnc(=S)n(-c2cc(C(F)(F)F)cc(C(F)(F)F)c2)c1N | -18 | 7 | -12 | · | -9 | 0 | 0.0 | -2
CCOC(=O)C1=C(N)OC2=C(C(=O)CC(C)(C)C2)C1c1cc(CSc2nnnn2C)cs1 (stereo not given) | -1 | -12 | · | 14 | · | · | 0.2 | -2
CC(C)NC(=O)C1(C)CCN1CCC(=O)c1ccccc1 (stereo not given) | -15 | 3 | -2 | 0.1 | 4 | · | 0.2 | 0
C[C@H](NC(=O)c1nc[nH]c1C(=O)OCc1ccccc1)c1ccccc1 | 2 | -1 | -3 | 1.3 | 8 | 6 | -0.1 | -2
CCCCCCC(C)n1[nH]c(=O)cc1N (stereo not given) | -25 | -4 | · | 4.6 | · | -8 | 0.3 | 4

Quoted from the listing:
Under RAD52 inh, CN1CCN(C(=O)C[C@@H]2CC[C@@H]3[C@H](COc4ccc(NC(=O)C5CCCCC5)cc4C(=O)N3C)O2)CC1 shows 11
Under RAD54 inh, C[C@H](CO)N1C[C@H](C)[C@H](CN(C)Cc2ccc(Cl)c(Cl)c2)Oc2c(NC(=O)c3ccncc3)cccc2C1=O shows -1
Under FN deposition inh, CN(C)C(=O)[C@@H]1[C@@H](CO)[C@@H]2Cn3c(cccc3=O)[C@@H]2N1C(=O)C1CCC1 shows -3

Following part.
SMILES | RAD52 inh | EWS-Fli inh | esBAF inh | E-selectin induc | RAD54 inh | FN deposition inh | XiGFP reactiv | S100A4 MyoIIA
O=C(CSc1nc2ccccc2o1)N1N=C(c2cccs2)CC1c1ccc(F)cc1 (stereo not given) | · | · | -12 | · | 4 | -8 | 0.0 | ·
C[C@@H]1CN([C@H](C)CO)C(=O)c2cccc(NC(=O)NC3CCCCC3)c2O[C@@H]1CN(C)C(=O)Nc1ccc(F)cc1 | -3 | -5 | 0 | -0.3 | 6 | · | -0.4 | -2
CC(=O)Nc1ccc(NC(=O)C2CCC(CNS(=O)(=O)c3cccc4nsnc34)CC2)cc1 (stereo not given) | 0 | -8 | · | · | · | -3 | 0.0 | 2
COc1ccccc1CNC(=O)c1ccccc1C(=O)NC(C)(C)C(=O)NCc1ccccc1OC | -12 | · | · | 3.4 | · | 3 | 0.2 | -5
CCCCN(CCCC)CC(O)COc1ccccc1Br (stereo not given) | 9 | -11 | · | 3.1 | · | 2 | 0.2 | -10
c1ccc(C2=NOC(c3nnc(-c4ccccc4)o3)C2)cc1 (stereo not given) | -16 | -16 | 0 | 0.0 | -5 | -4 | 0.0 | -13
C[C@@H]1CCCCO[C@H](CN(C)Cc2ccncc2)[C@@H](C)CN([C@@H](C)CO)C(=O)c2cc(NC(=O)c3ccccc3)ccc2O1 | 10 | 0 | -6 | 0.1 | -10 | · | -0.1 | 6
Cc1cc(C)n2nc(S(=O)(=O)N(CC(C)C)CC(C)C)nc2n1 | -10 | -5 | 0 | -0.2 | 6 | -1 | 0.3 | 6
CC1(C)Cc2nc3oc4c(NCc5ccccc5)ncnc4c3cc2CO1 | · | · | 7 | · | 2 | 2 | · | -5
CC1(C)CC(=O)C2=C(C1)NC(=O)NC2c1ccc(Cl)cc1 (stereo not given) | -7 | -6 | -3 | · | -6 | 0 | 0.1 | -2

Profiles, looked up by structure:
Shown for C[C@@H]1CN([C@H](C)CO)C(=O)c2cccc(NC(=O)NC3CCCCC3)c2O[C@@H]1CN(C)C(=O)Nc1ccc(F)cc1 : RAD52 inh: -3; EWS-Fli inh: -5; esBAF inh: 0; E-selectin induc: -0.3; RAD54 inh: 6; FN deposition inh: ·; XiGFP reactiv: -0.4; S100A4 MyoIIA: -2
Shown for CC1(C)CC(=O)C2=C(C1)NC(=O)NC2c1ccc(Cl)cc1 (stereo not given) : RAD52 inh: -7; EWS-Fli inh: -6; esBAF inh: -3; E-selectin induc: ·; RAD54 inh: -6; FN deposition inh: 0; XiGFP reactiv: 0.1; S100A4 MyoIIA: -2
Shown for CCCCN(CCCC)CC(O)COc1ccccc1Br (stereo not given) : RAD52 inh: 9; EWS-Fli inh: -11; esBAF inh: ·; E-selectin induc: 3.1; RAD54 inh: ·; FN deposition inh: 2; XiGFP reactiv: 0.2; S100A4 MyoIIA: -10

(more compounds)
SMILES | RAD52 inh | EWS-Fli inh | esBAF inh | E-selectin induc | RAD54 inh | FN deposition inh | XiGFP reactiv | S100A4 MyoIIA
C[C@@H]1CN([C@@H](C)CO)C(=O)c2cc(NC(=O)Nc3cccc4ccccc34)ccc2O[C@@H](C)CCCCO[C@H]1CN(C)Cc1ccccc1 | -1 | ? | -3 | · | 7 | 9 | -0.1 | 2
COc1ccc(C#Cc2cnc3c(c2)C(=O)N([C@@H](C)CO)C[C@@H](C)[C@H](CN(C)C(=O)CN(C)C)O3)cc1 | 34 | -15 | 0 | 3.3 | 4 | -9 | -0.5 | 5
Cc1c(C(=O)N2CCCCC2)oc2ccc(Br)cc12 | -19 | -76 | · | 8.6 | · | 5 | 0.0 | -8
C/C=C/c1ccc([C@@H]2[C@H](CO)N(CCC(F)(F)F)C23CN(C(=O)CN(C)C)C3)cc1 | -7 | 3 | · | 0.1 | · | · | 0.1 | -16
CC(C)(C)NC(=O)[C@H]1CC[C@H]2[C@@H]3CC[C@H]4NC(=O)C=C[C@]4(C)[C@H]3CC[C@]12C | -13 | -4 | 8 | 3.2 | -20 | -12 | 0.0 | 7
C[C@@H]1CN([C@H](C)CO)C(=O)c2cc(C#CC3(O)CCCC3)cnc2O[C@H]1CN(C)C(=O)Cc1ccncc1 | -5 | 2 | -3 | -0.3 | 3 | · | 0.0 | -6
CC1(c2cccc(Br)c2)NC(=O)N(CC(=O)N2CCc3ccccc32)C1=O (stereo not given) | -8 | -3 | 7 | -0.3 | 0 | 5 | 0.0 | -3
COc1ccccc1C(=O)Nc1ccc2c(c1)CCCN2C(=O)c1cccs1 | -7 | -48 | 9 | · | -15 | -2 | 0.0 | -7
Cc1cccc(N=C2NC(=O)/C(=C\c3cccs3)S2)c1 | -90 | 17 | · | 0.0 | · | 4 | -0.1 | 1
c1ccc2c(c1)Cc1ccccc1O2 | -62 | -2 | 4 | -0.2 | -2 | -4 | -0.3 | 12
Cc1ccc(-c2nc3cc(C)c(Br)c(C)n3c2CC2CCCCC2)cc1 | -31 | -27 | · | 1.2 | · | -1 | 0.0 | -4
O=C(NCc1ccccn1)Nc1cc(Cl)ccc1Cl | -28 | · | · | 0.0 | -2 | · | 0.4 | 23
O=C(Nc1cccc(NC(=O)c2ccc([N+](=O)[O-])o2)c1)c1ccco1 | -3 | 29 | -3 | · | -4 | -7 | 0.1 | 1
COc1ccc(C(=O)C2CCCN(C/C=C/c3ccccc3OC)C2)c(OC)c1 (stereo not given) | -18 | 7 | · | · | · | -14 | 0.1 | -6
CC(=O)c1ccc(NC(=O)C2C3C=CC(C3=C(c3ccccc3)c3ccccc3)C2C(=O)O)cc1 (stereo not given) | -17 | 0 | · | -1.2 | · | 14 | 0.0 | -4
COc1ccc(C(CC(=O)O)NC(=O)Nc2ccccc2)cc1OC (stereo not given) | -9 | -2 | -4 | 24 | 5 | 2 | 0.5 | 0
CC(=O)NCCn1c(C)cc2ccccc21 | -21 | 0 | -2 | 0.1 | -6 | 9 | 0.1 | 24
Cc1cc(C)n(CCC(=O)N2c3ccccc3CC2C)n1 (stereo not given) | -11 | · | 1 | · | 6 | 1 | 0.0 | 5
Cc1nn(-c2ccc(Br)cc2)c(=O)c2ccccc12 | -13 | -90 | 31 | · | -1 | 6 | 0.1 | 0
C[C@@H]1CN([C@H](C)CO)C(=O)c2cc(NC(=O)CCC(F)(F)F)ccc2O[C@@H]1CN(C)CC1CCCCC1 | 5 | 0 | 3 | · | 2 | 1 | -1.1 | -1
CN(C)c1nc(Nc2ccc(Cl)c(Cl)c2)nc(N(C)C)n1 | -1 | 12 | -7 | · | -5 | -7 | -0.1 | 1
NNC(=O)CN1CCCc2ccccc21 | -29 | -99 | · | · | · | 3 | 0.2 | -18
C[C@@H]1CCCCO[C@H](CN(C)S(=O)(=O)c2ccc(F)cc2)[C@@H](C)CN([C@H](C)CO)C(=O)c2cc(NC(=O)Nc3ccc4c(c3)OCO4)ccc2O1 | -1 | 9 | -2 | 0.2 | 8 | 0 | 0.2 | 3
Cc1noc(C)c1NC(=O)Nc1ccc2c(c1)CC(=O)N([C@@H](C)CO)C[C@H](C)[C@H](CN(C)S(C)(=O)=O)O2 | · | -4 | -2 | -4.2 | 2 | · | 0.1 | ·
O=C(CC1CC1)Nc1ccc2c(c1)[C@@H]1C[C@H](CC(=O)N3CCCCC3)O[C@@H](CO)[C@@H]1O2 | -6 | 1 | 2 | -0.3 | 1 | -11 | -0.1 | -1
OC(COc1ccc(Cl)cc1Cl)CN1CCc2ccccc2C1 (stereo not given) | 3 | 13 | 2 | · | -8 | 4 | 0.0 | 1
Cc1noc(C)c1NC(=O)Nc1ccc2c(c1)CC(=O)N([C@H](C)CO)C[C@H](C)[C@H](CN(C)S(=O)(=O)c1c(C)noc1C)O2 | 5 | 0 | -4 | 0.0 | 2 | 0 | 0.0 | 17
COc1ccc2c(c1OC)CN(C)CCc1cc3c(cc1C(=O)C2)OCO3 | -6 | -5 | · | · | · | · | 0.0 | 0

Screening data from PubChem.
